H9c2 TAG inh – inhibitors of triacylglycerol accumulation, primary screen, cell-based, uHTS, fluorescence, H9c2 | inhibition, % at 12.5 µM | H9c2 cells, Nile Red lipid (TAG) fluorescence; cells loaded with 200 µM oleic acid | AID 651582, 2012 | 230,000 tested, 0.66% active;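 active = pattern-corrected inhibition of lipid staining of at least 50% with the nuclear-stain viability signal not falling by more than 50%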;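 also: 0% = DMSO wells and 100% = triacsin C control wells; some results filed as inactive read as strong as hits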
H9c2 TAG inh DAPI viability – recorded beside H9c2 TAG inh, whose call it bears; DAPI nuclei signal change (viability), lower = more cytotoxic, %;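 whole-well DAPI fluorescence read on a plate reader as a viability signal; minus 50 percent equals half of cells still viable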
The depositor's hits bear a star; & = joins results of further samples. A portion of the library. The share of hits here may be higher or lower than overall.

molecule | H9c2 TAG inh | H9c2 TAG inh DAPI viability
O=c1ccc(S(=O)(=O)N2CCCC2)cn1Cc1ccc(F)cc1 | -2.9 | 0.2
COc1ccc2c(c1)OCC(O)(c1ccccc1)C2=O (stereo not given) | -10.0 | 5.8
O=S1(=O)CCN2C=Nc3sc4c(c3C2=N1)CCCC4 | 16.8 | -9.0
COc1ccc(C)cc1NS(=O)(=O)c1ccc2c(c1)n(C)c(=O)n2C | -8.5 | -6.1
Cc1ncc(CO)c(/C=N/NC(=S)Nc2ccc(F)cc2)c1O | -6.8 | -2.8
CCOc1cc(C=NNC(=O)c2cccc(S(=O)(=O)N3CCCC3)c2)ccc1O | -1.8 | -3.1
O=Cc1c(N2CCSCC2)nc2ccccn2c1=O | 3.7 | -0.3
O=C(Nc1ccc(OC(F)(F)F)cc1)N1CCc2nc(NCc3cccc(Oc4ccccc4)c3)ncc2C1 | 8.8 | 5.0
CCOc1ccc(S(=O)(=O)N2CCCCC2)cc1NC(=O)CN1C(=O)NC(C)(c2ccccc2)C1=O (stereo not given) | -4.0 | 4.1
O=C(Cc1cccc(NC(=O)C2CCCN(C(=O)CCc3ccccc3)C2)c1)Nc1cccc(C(=O)N2CCCCC2)c1 (stereo not given) | 7.9 | 3.2
CN(C)CCCN(C(=O)COc1ccc(Cl)cc1)c1nc2cc3c(cc2s1)OCCO3 | -2.5 | 12.3
N[C@@H](Cc1ccc(O)c(O)c1)C(=O)O | 9.6 | -20.0
COc1cccc(-n2c(N)c(C(=O)Nc3c(C)n(C)n(-c4ccccc4)c3=O)c3nc4ccccc4nc32)c1 | 29.1 | -22.4
CCCCN(CC)C(=O)c1ccc(Cl)c(Cl)c1 | -19.0 | 6.0
CC(=O)C1=C(C)OC(N)=C(C#N)C1c1cccnc1 (stereo not given) | 10.3 | 8.2
O=C(O)CC(O)C(=O)O (stereo not given) | 1.9 | 3.0
Cc1ccc(CSc2nnc(-c3cnccn3)n2C)cc1 | -2.5 | -5.9
COc1ccc(C2=NN(C(=O)CSc3nc(=O)n4cccc(C)c4n3)C(c3ccc(C)cc3)C2)cc1 (stereo not given) | 18.1 | 5.8
Cc1ccc(N=c2c([N+](=O)[O-])nn(-c3ccc(Cl)cc3)n2O)cc1C | 2.5 | -0.6
O=C(Cn1cc([N+](=O)[O-])cn1)NCc1ccco1 | 6.6 | -5.4
COC(=O)CSc1nc2cc(OC)ccc2cc1C#N | 10.2 | 22.9
O=C(O)/C=C/C(=O)Nc1ccc(Oc2ccccc2)cc1 | 2.5 | 5.4
N#Cc1ccc(-c2csc(NNC(=O)c3ccc(Br)cc3)n2)cc1 | 17.5 | -0.2
O=C(COC(=O)/C=C/c1ccc(C(F)(F)F)cc1)NC(=O)NCc1ccco1 | 2.1 | -2.5
CCN1C(=NCCCCO)N[C@@H](c2cccc(F)c2)C(C(=O)OC)=C1C | 7.9 | -7.6
CCCSc1nnc(NC(=O)Cc2ccc(OC)c(OC)c2)s1 | 0.9 | -5.2
CN1CCC(N(C)C(=O)COc2ccccc2Cl)CC1 | 1.9 | -3.0
CCc1ccc(O)c(-c2cc(C(=O)Nc3cccnc3)[nH]n2)c1 | -8.3 | 4.1
O=C(c1ccco1)N1CCCC(N2CCN(c3ccccc3F)CC2)C1 (stereo not given) | 10.3 | -8.4
Cc1ccc(NC2(C#N)C(=O)Nc3ccccc32)cc1C (stereo not given) | -2.8 | -3.1
COc1ccc2c(CC(=O)O)cc(=O)oc2c1 | -10.0 | 9.8
O=[N+]([O-])c1ccccc1-c1ccc(C(=S)N2CCN(c3ccccc3)CC2)o1 | 4.9 | -3.2
CCOC(=O)CSc1nc2sc3c(c2c(=O)n1-c1ccccc1)CCN(C)C3 | 16.1 | -9.8
CCOC(=O)N1CCN(C(=O)COc2ccc3oc4c(c3c2)CCCC4)CC1 | -0.1 | 6.2
Cc1ccc(NC(=O)c2cccc(NC3=NC4CS(=O)(=O)CC4S3)c2)cc1 (stereo not given) | 4.1 | 0.9
CN1CCN(Cc2coc3c(Cl)cc(Cl)cc3c2=O)CC1 | -3.5 | 0.2
COc1ccccc1NS(=O)(=O)c1cccc(NC(=O)c2cncc(Br)c2)c1 | -15.3 | -7.8
COc1ccc(-c2csc(N3CCOCC3)n2)cc1OC | -8.8 | -1.5
O=C(Nc1ccc(Cl)cc1)Nc1ccc(S(=O)(=O)Nc2ncccn2)cc1 | -13.1 | 3.6
Cc1cccc(C#Cc2ccccc2)n1 | -11.6 | -4.0
COC(=O)c1ccc(Cn2c(O)c(N=NC(N)=S)c3ccccc32)o1 | 12.8 | -8.1
Cc1ccc(OCCn2ccc(=O)[nH]c2=O)cc1C | -0.4 | 4.1
CCN(CC)CCN1C(=O)C(O)=C(C(=O)c2cc3ccccc3o2)C1c1cccnc1 (stereo not given) | -13.2 | -3.6
Cc1noc(C)c1COc1ccccc1C(=O)N(C)Cc1ccc(F)cc1 | 6.7 | 2.7
CN(C)S(=O)(=O)c1ccc(NC(=O)CN2C(=O)NC(Cc3ccccc3)C2=O)cc1 (stereo not given) | -9.3 | -9.9
COc1ccc(-c2nn(C)c3sc(C(=O)N4CCOCC4)cc23)cc1OC | 18.4 | -5.9
CCCCn1c(N)c(N(CCC(C)C)C(=O)C2CCCC2)c(=O)[nH]c1=O | -5.0 | -2.6
O=C(COC(=O)c1cc[n+]([O-])cc1)NC(=O)c1ccc(OC(F)F)cc1 | -1.6 | -2.2
CSc1nnc(-c2ccncc2)n1/N=C/c1cn(-c2ccccc2)nc1-c1ccc(Cl)cc1 | 28.4 | 13.6
COc1ccc(C2/C=C\CN(S(=O)(=O)c3ccc4ccccc4c3)CC(=O)N2Cc2ccc(F)cc2)cc1 (stereo not given) | 7.8 | -9.0
CC(C(=O)NCc1ccccc1Cl)n1cc([N+](=O)[O-])cn1 (stereo not given) | 3.8 | -0.9
CN(c1ccc(C(=O)Nc2ccc(CC#N)cc2)cc1)S(C)(=O)=O | -1.5 | 3.6
Cc1nc(Oc2cccc(Cl)c2)c2oc3ccccc3c2n1 | 0.7 | 6.1
Cc1cc(=O)[nH]c(NCc2ccccc2)n1 | -6.6 | 6.7
COc1ccccc1N1C(=O)C(=O)N(C)C1=O | -3.0 | -8.2
CC(C)COc1ccc(Cc2cnc(N)nc2N)cc1 | 4.8 | 4.5
C=CCn1c(SCC(N)=O)nc(C)cc1=O | 15.3 | -5.0
COc1cc2[nH]c(-c3ccc(C)cc3)cc(=O)c2cc1OC | -22.4 | 6.1
Cc1ccc(Cl)cc1NC(=O)COC(=O)C1CCCCC1 | -27.4 | 9.6
CCc1cccc(NC(=O)CSc2nc(C)cs2)c1 | -7.9 | 0.8

Going on with the list.
molecule | H9c2 TAG inh | H9c2 TAG inh DAPI viability
OCc1nc2ccc(Cl)cc2[nH]1 | -2.5 | 2.8
C[C@H]1CN([C@@H](C)CO)S(=O)(=O)c2ccc(/C=C/c3ccccc3)cc2O[C@H]1CN(C)C(=O)NC1CCCCC1 | 12.9 | 1.5
COC(=O)N(C)C[C@H]1OCc2cnnn2CCCC(=O)N([C@@H](C)CO)C[C@H]1C | 4.5 | 8.1
C=C1C(=O)OC2CC1C(O)CC(C)=CCCC(C)=CC(O)CC2C (stereo not given) | 100.4 | -65.0
CCc1ccc(-c2nc(CN3CCCC(C(=O)O)C3)c(C)o2)cc1 (stereo not given) | -6.5 | 12.9
CCN1C(=O)[C@H]2[C@@H](c3ccc(OC)cc3)N3C(=O)CN(Cc4ccccc4)C(=O)[C@@]3(Cc3ccccc3)[C@H]2C1=O | 5.0 | 0.1
COc1ccc(CCNc2nc(-c3cccc(NC(C)=O)c3)cs2)cc1OC | -8.5 | 6.7
C[C@H](CO)N1C[C@H](C)[C@@H](CN(C)C(=O)NC2CCCCC2)Oc2c(NC(=O)Cc3ccccc3)cccc2C1=O | -2.9 | 5.5
COc1cc(CN(C)Cc2ccccc2)cc(OC)c1O | -7.7 | -2.4
O=C(NCc1cccnc1)c1ccc(CS(=O)(=O)c2ccc(Cl)cc2)o1 | -4.0 | -6.0
CNc1nc(N)c([N+](=O)[O-])c(Nc2cccc(Cl)c2)n1 | 14.1 | 7.7
CC(C)(C)c1cc(C(=O)NCc2ccccc2)ccn1 | -9.6 | 18.3
COc1ccc(N2CCN(CCNC(=O)CCNS(=O)(=O)c3cccs3)CC2)cc1 | -17.9 | 11.1
COC(=O)[C@@H]1C[C@@]2(O)[C@H](O)[C@H](O)[C@H](O)C[C@H]2N1Cc1ccccc1OS(=O)(=O)c1ccc(C)cc1 | -8.1 | -2.7
CCOC(=O)C(=CNc1cc(C)nn1-c1ccc(C)cc1)C(=O)OCC | -2.4 | 7.2
CC(C)CC(=O)NN(C)c1nc(-c2ccccc2)nnc1C(F)(F)F | 19.4 | -0.3
O=C(COC(=O)c1cccnc1Cl)Nc1cc(S(=O)(=O)N2CCCCCC2)ccc1Cl | -7.3 | -5.6
O=C(Nc1cccc2ccccc12)N1CCc2ccccc2C1 | 20.3 | -7.3
C=CCn1c(=NC(=O)c2cccc(N3C(=O)CCC3=O)c2)sc2cccc(OC)c21 | -7.7 | 6.8
Cc1cc(NC(=O)CSCc2nc(-c3cccc(Cl)c3)oc2C)no1 | -17.7 | 3.4
CCC(C)NC(=O)Cn1c(=O)n(CCCCC(=O)NCc2ccco2)c(=O)c2ccccc21 (stereo not given) | -14.9 | -0.2
CCn1c(SC(C)C(=O)NCC2CCCO2)nc2scc(-c3ccccc3)c2c1=O (stereo not given) | 34.8 | -25.0
COc1ccc(CCN2CC(C(=O)NC3CCCCC3)CC2=O)cc1OC (stereo not given) | 0.6 | 6.3
CCN(CC)c1ccc(/C=C2/C(=O)ON=C2C)cc1 | -13.8 | 16.1
COc1cc2c(C#N)c(N3CCCC3)nc(N)c2c(N)n1 | 11.3&2.3 | 8.8&5.0
Cc1cccc(-c2csc(NC(=O)c3cnccn3)c2C(=O)OC(C)C)c1 | 6.1 | -2.5
Cc1ccccc1N=C1NC(=O)CC(c2ccccc2)S1 (stereo not given) | -20.6 | 3.5
COC(=O)[C@H](Cc1c[nH]c2ccccc12)NCc1cccc(B(O)O)c1 | 4.3 | -1.5
Cn1cccc1C(=O)NCC(c1ccco1)N1CCCCC1 (stereo not given) | -22.7 | 14.2
CC(=O)NC12CC3CC(C1)CC(C(=O)N1CCN(S(=O)(=O)c4ccc(C(C)C)cc4)CC1)(C3)C2 | -13.3 | 2.3
COC(=O)CSc1nc2nc(C)cc(C)n2n1 | -4.4 | -3.3
CC(C)(C)NC(=O)NC(=O)CSc1ncn[nH]1 | -3.0 | 6.3
COc1ccc2c(c1)c(C(C)=O)c(C)n2C | -1.6 | 7.4
O=C(COc1cccc2cccnc12)N1CCc2ccccc2C1 | 15.4 | -11.9
CC(C)c1cc(-c2cc(-c3ccc(Cl)cc3)on2)nc(NCC2CC2)n1 | 3.9 | -1.7
C#CCN1C=CC(=O)[C@@H](OC(=O)Nc2ccc(OC)cc2)[C@H]1c1ccccc1Br | -14.2 | 1.4
Clc1ccccc1-c1cccc2nccn12 | 3.6 | -3.1
Cc1ccc(C(=O)/C=C/Nc2ccccn2)cc1 | -7.7 | 22.8
O=C(CN1C(=O)NC2NC(=O)NC21)N/N=C/c1ccccc1O (stereo not given) | -5.2 | -2.6
CCOC(CNC(=O)CCc1c(C)nc2ncnn2c1C)OCC | -8.2 | -2.4

Gathered by group, those above containing two or more sulfur atoms (seven)
molecule | H9c2 TAG inh | H9c2 TAG inh DAPI viability
O=S1(=O)CCN2C=Nc3sc4c(c3C2=N1)CCCC4 | 16.8 | -9.0
CCCSc1nnc(NC(=O)Cc2ccc(OC)c(OC)c2)s1 | 0.9 | -5.2
CCOC(=O)CSc1nc2sc3c(c2c(=O)n1-c1ccccc1)CCN(C)C3 | 16.1 | -9.8
Cc1ccc(NC(=O)c2cccc(NC3=NC4CS(=O)(=O)CC4S3)c2)cc1 (stereo not given) | 4.1 | 0.9
CCc1cccc(NC(=O)CSc2nc(C)cs2)c1 | -7.9 | 0.8
COc1ccc(N2CCN(CCNC(=O)CCNS(=O)(=O)c3cccs3)CC2)cc1 | -17.9 | 11.1
CCn1c(SC(C)C(=O)NCC2CCCO2)nc2scc(-c3ccccc3)c2c1=O (stereo not given) | 34.8 | -25.0

Remaining list, next part
molecule | H9c2 TAG inh | H9c2 TAG inh DAPI viability
COc1ccc(-n2cc(-c3ccccc3)c3c(NCCCN4CCOCC4)ncnc32)cc1 | -4.0 | 4.2
CC1(C(=O)Nc2ccc3c(c2)OCO3)Cc2c(-c3cccc(C(N)=O)c3)ccnc2O1 (stereo not given) | 58.6* | -29.1*
N#Cc1c(C#N)c(-c2ccccc2)n(-c2ccccc2)c1N | -10.9 | 1.4
CCOC(=O)CCn1cc(F)c(=O)[nH]c1=O | -4.1 | 3.3
COc1cccc(CNC(=O)c2ccc(NC(=O)C3CCCO3)cc2)c1 (stereo not given) | 9.1 | -9.9
COc1ccccc1CN1C[C@@H]2C[C@@H](c3cccc(C)n3)N3CCC[C@@]23C1=O | 12.8 | -2.1
CCc1nnc(NC(=O)c2ccc(S(=O)(=O)N(CC)CC)cc2)s1 | -7.6 | 0.7
CCCCn1c(N)c(N(CC(C)C)C(=O)CSc2ccccc2C)c(=O)[nH]c1=O | 1.7 | -2.9

Screens as filed in PubChem BioAssay.
